GDH-TPI inh – GDH-TPI coupled enzyme inhibition counter-screen; GDH-TPI coupled enzyme counterscreen, NADH absorbance; inhibition, % at 4.8 µM; 1.2% of 360,000 active; in the data active means inhibition above about 30%;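 further: 0% = DMSO wells and 100% = wells lacking the enzyme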
Mtb UGM inh – inhibitors of M. tuberculosis UDP-galactopyranose mutase. AID 504406. P9WIQ1. inhibition, % at 10 µM. 0.06% of 320,000 active. purified UGM, fluorescence polarization probe displacement; in the data active means inhibition above about 10%, passing the limit was not always enough; inconclusive means no clear call, values can overlap the other calls
Target sequence (P9WIQ1 whole entry, looked up): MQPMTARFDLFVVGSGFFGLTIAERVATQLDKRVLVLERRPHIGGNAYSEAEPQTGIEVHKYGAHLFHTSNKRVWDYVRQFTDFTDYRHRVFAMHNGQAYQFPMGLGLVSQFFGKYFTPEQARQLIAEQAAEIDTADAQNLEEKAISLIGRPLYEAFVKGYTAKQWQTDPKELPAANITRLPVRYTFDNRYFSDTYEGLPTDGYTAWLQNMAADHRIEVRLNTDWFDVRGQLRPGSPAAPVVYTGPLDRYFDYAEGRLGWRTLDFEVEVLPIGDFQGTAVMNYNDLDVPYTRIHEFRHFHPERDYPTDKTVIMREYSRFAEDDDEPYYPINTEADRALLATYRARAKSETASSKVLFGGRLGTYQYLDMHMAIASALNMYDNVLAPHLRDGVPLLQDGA
FadD28 binding – inhibitors of Mycobacterium tuberculosis FadD28 bisubstrate binding; 0.22% of 360,000 active; AID 588549; FadD28 bisubstrate probe binding, fluorescence polarization; inhibition, % at 12.5 µM; in the data active means inhibition above about 8.5%, passing the limit was not always enough; inconclusive means no clear call, values can overlap the other calls
BoNT A protease – BoNT A light chain protease inhibition; 0.17% of 360,000 active; inhibition, % at 10 µM; multiplex microsphere protease substrate cleavage, flow cytometry; further: plate controls were buffer without enzyme for full effect and enzyme alone for no effect
BioA inh – inhibitors of Mycobacterium tuberculosis BioA enzyme | purified M. tuberculosis BioA enzyme, plate reader | inhibition, % at 9.99 µM | 0.096% of 360,000 active | AID 602481; in the data active means inhibition above about 40%; inconclusive means no clear call, values can overlap the other calls
BoNT F protease – inhibitors of Botulinum neurotoxin F light chain protease. Multiplex microsphere protease cleavage assay, flow cytometry. inhibition, % at 10 µM. 0.22% of 360,000 active; in the data active means inhibition above about 35%, passing the limit was not always enough; inconclusive means no clear call, values can overlap the other calls; further: plate controls were buffer without enzyme for full effect and enzyme alone for no effect
Mtb FBA inh – inhibits M. tuberculosis FBA enzyme. P9WQA3. purified M. tuberculosis FBA, fluorescence read-out. inhibition, % at 1 µM. 2.3% of 360,000 active; in the data active means inhibition above about 27%;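 further: 0% = vehicle and 100% = reference inhibitor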
Target sequence (P9WQA3 whole entry, looked up): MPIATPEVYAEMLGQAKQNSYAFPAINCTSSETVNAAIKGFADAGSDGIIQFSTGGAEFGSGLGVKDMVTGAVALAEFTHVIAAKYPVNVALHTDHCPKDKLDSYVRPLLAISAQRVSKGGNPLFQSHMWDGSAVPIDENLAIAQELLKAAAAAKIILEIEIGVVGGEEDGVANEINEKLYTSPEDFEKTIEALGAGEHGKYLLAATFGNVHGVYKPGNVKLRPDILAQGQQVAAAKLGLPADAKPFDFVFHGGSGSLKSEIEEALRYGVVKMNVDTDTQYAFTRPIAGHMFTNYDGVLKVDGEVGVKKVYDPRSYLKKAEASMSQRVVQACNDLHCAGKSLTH
Anthrax LF prot – blocks Bacillus anthracis lethal factor protease; P15917; multiplex microsphere protease cleavage assay, LF; inhibition, % at 10 µM; 0.12% of 360,000 active; AID 588501; further: plate controls were buffer without enzyme for full effect and enzyme alone for no effect
PfHsp40 rescue – rescue of PfHsp40-mediated yeast toxicity | 0.68% of 340,000 active | growth rescue, % at 12.5 µM | S. cerevisiae expressing PfHsp40, growth rescue, ATP luminescence | AID 504582; in the data active means growth rescue above about 28%, passing the limit was not always enough; inconclusive means no clear call, values can overlap the other calls;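 further: yeast W303a lacking pdr1 and pdr3 grown in galactose medium; growth measured after three days at 30 °C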
* hit, by the source's call; u = inconclusive; x = not tested or not shown. Unless noted, no stated cut-off is given here; in the data, active means inhibition above about 30%; inconclusive means no clear call, values can overlap the other calls; inactive means below that.

#	Molecule	GDH-TPI inh	Mtb UGM inh	FadD28 binding	BoNT A protease	BioA inh	BoNT F protease	Mtb FBA inh	Anthrax LF prot	PfHsp40 rescue
1	CC1(C(=O)NS(=O)(=O)c2cccs2)CCN1C(=O)CC1CCCC1 (stereo unspecified)	8.8	x	-0.7	0.4	-0.4	2.7	-0.1	-7.5	x
2	Cc1ccccc1C1CC(=O)Oc2cc(O)ccc21 (stereo unspecified)	1.8	x	13.1*	-0.4	-6.2	-7.1	0.2	2.3	-2.5
3	CCOc1ccccc1OCCC(=O)OCC(=O)c1ccc[nH]1	-10.7	-1.7	-3.3	-0.5	x	-0.1	2.1	-1.4	-1.7
4	Cc1cc(C)n2nc(/C(C#N)=C/c3ccccc3)c(C#N)c2n1	8.4	x	0.0	0.0	-0.6	3.1	5.3	-11.3	1.2
5	COc1ccc(Cc2nc(-c3cccs3)no2)cc1OC	0.9	-1.3	-4.2	-0.1	1.6	-7.4	-1.3	-7.9	-0.5
6	Cc1ccc(OCCOC(=O)c2nc3nccc(C)n3n2)cc1	2.2	-0.4	-0.3	-2.2	x	-9.7	0.4	-1.4	-0.8
7	CC1(C)Cc2noc(N)c2C(C)(C)N1O	9.1	-0.5	-0.9	-0.3	-2.6	-0.8	-2.3	-10.9	0.3
8	Cc1cccc(NC(=O)COC(=O)[C@@H]2CCCN2C(=O)c2cccs2)c1	4.4	-1.3	-0.7	-0.1	0.6	3.1	0.5	-5.0	3.9
9	O=C(CCCc1nc2ccccc2s1)N1CCN(c2ccccc2)CC1	-3.0	-1.5	-0.9	0.8	x	-0.4	-0.5	1.3	0.0
10	O=C(O)/C=C/C(=O)Nc1ccc(SC(F)(F)C(F)(F)C(F)(F)F)cc1	-2.7	0.6	-7.2	0.8	x	-3.2	-5.1	2.0	2.4
11	CN1C(=O)C(C)(C)c2cc(S(=O)(=O)N3CCCC(C(=O)NCc4ccccc4Cl)C3)ccc21 (stereo unspecified)	3.8	2.9	-1.1	-0.7	0.7	-10.6	1.1	-9.3	-1.2
12	CCCCn1c(N)c(N(CCOC)C(=O)COc2ccc(C(C)=O)cc2)c(=O)[nH]c1=O	10.1	-3.2	1.2	3.8	4.5	-7.7	6.8	-2.6	-1.5
13	COc1ccccc1[C@H]1C(c2cccc(C)c2)=NN(c2ccccc2)[C@@H]1CO	20.0	x	-1.4	1.0	1.6	-1.0	44.1*	10.8	1.4
14	CSc1nc(Oc2ccc(Cl)cc2)c2sccc2n1	-4.0	-0.5	-2.1	0.1	-0.4	0.3	0.4	-0.2	-0.4
15	Brc1cc2c(cc1C1Nc3ccccc3C3C=CCC31)OCO2 (stereo unspecified)	3.0	-0.9	-1.4	0.4	x	0.0	1.4	-0.6	-0.8
16	Cc1ccccc1NN1C(=O)C=CC1=O	13.7	0.1	-1.2	-0.5	-1.0	0.5	1.6	0.8	-3.4
17	CSc1cccc(NC(=O)CC2Oc3ccccc3NC2=O)c1 (stereo unspecified)	-8.0	-3.3	-2.3	1.0	-0.4	10.8	1.0	-5.0	x
18	COc1cccc(C2=CC(=O)C[C@H](c3ccc(F)cc3)C2)c1OC	9.4	-5.9	0.1	-0.1	-3.9	12.3	4.5	-2.5	0.3
19	Cc1c(-c2ccccc2)n(O)c(-c2ccc(N(C)C)cc2)[n+]1[O-]	15.0	x	-3.0	0.1	0.5	-5.3	56.8*	3.2	x
20	COc1ccc(C2=Nn3c(nnc3-c3ccccc3F)SC2)cc1OCC1CC1	24.6	2.8	-5.8	-0.8	-0.7	-7.6	2.3	-7.7	-0.2
21	O=C(CSc1nc2c(c(=O)n1-c1ccc(F)cc1)SCC2)N1CCCC1	13.4	3.0	-2.6	-0.2	26.2	-1.8	-2.1	0.6	-1.3
22	COC(=O)C1=C(C(=O)OC)[C@@H]2N(C)c3ccccc3[C@@]23C[C@@H](C(=O)OC)N(C(=O)c2cccs2)C3=N1	-2.5	0.1	-3.4	-0.6	0.2	-4.1	-2.1	4.5	0.1
23	O=C1CCCc2c1cc(-c1ccccc1)n2-c1ccccc1	-2.0	0.5	-7.1	-0.5	-0.3	-4.2	-6.2	-2.3	3.2
24	COc1ccccc1C(=O)N/N=C1/NC(=O)CC(C(=O)Nc2ccccc2)S1 (stereo unspecified)	17.0	4.4	-3.2	-0.5	x	u	0.2	-31.5	-1.2
25	Cc1oc(-c2ccccc2F)nc1CS(=O)(=O)CC(=O)N1CCN(Cc2ccccc2)CC1	-3.4	1.1	-0.2	0.2	-1.1	5.0	3.5	-6.2	-0.1

A draw from above in order of molecular weight, high to low.
#	Molecule	GDH-TPI inh	Mtb UGM inh	FadD28 binding	BoNT A protease	BioA inh	BoNT F protease	Mtb FBA inh	Anthrax LF prot	PfHsp40 rescue
13	COc1ccccc1[C@H]1C(c2cccc(C)c2)=NN(c2ccccc2)[C@@H]1CO	20.0	x	-1.4	1.0	1.6	-1.0	44.1*	10.8	1.4
1	CC1(C(=O)NS(=O)(=O)c2cccs2)CCN1C(=O)CC1CCCC1 (stereo unspecified)	8.8	x	-0.7	0.4	-0.4	2.7	-0.1	-7.5	x
9	O=C(CCCc1nc2ccccc2s1)N1CCN(c2ccccc2)CC1	-3.0	-1.5	-0.9	0.8	x	-0.4	-0.5	1.3	0.0

The results go on.
#	Molecule	GDH-TPI inh	Mtb UGM inh	FadD28 binding	BoNT A protease	BioA inh	BoNT F protease	Mtb FBA inh	Anthrax LF prot	PfHsp40 rescue
26	CCC(=O)N1N=C2C3CCN(CC3)C2C1c1ccc(C)cc1 (stereo unspecified)	7.3	-1.4	0.0	-0.8	-7.8	-9.1	4.7	3.1	-0.1
27	Cc1c(NC(=S)NC(=O)c2cccc3ccccc23)cccc1C(=O)O	3.4	2.7	-2.3	-4.8	-0.7	-15.3	2.3	-2.6	0.1
28	Cc1ccc(/C=C/C(=O)OCC(=O)Nc2ccccc2Sc2ccccc2)cc1	5.6	-1.7	-2.1	0.2	x	-2.1	5.8	2.9	-1.2
29	CCOC(=O)N(O)c1ccc(C=Cc2ccccc2)cc1	27.1	x	-0.4	-0.5	x	-2.4	3.3	1.0	-0.7
30	C/C=C/C=N/NC(=O)CN(c1ccc(Br)cc1)S(=O)(=O)c1ccccc1	2.9	2.4	-2.2	0.3	-1.3	-0.1	0.8	3.2	0.4
31	C[C@@H]1CN([C@H](C)CO)C(=O)c2c(c3ccccc3n2C)-c2ccccc2CO[C@H]1CN(C)Cc1ccc(Oc2ccccc2)cc1	3.3	x	-1.0	0.1	-0.8	5.2	-0.4	-2.1	x
32	Nc1ccccc1C#Cc1ccc([N+](=O)[O-])cc1	27.2	0.3	u	5.5	x	-8.6	-1.1	-1.3	0.1
33	CC1=C(C/C=C(\C)CCCC(C)CCCC(C)CCCC(C)C)C(=O)c2ccccc2C1=O (stereo unspecified)	-0.5	-2.9	-3.0	-0.7	0.8	-10.1	-0.7	6.0	-0.2
34	CCOC(=O)C[C@@H](C#N)NC(=O)[C@@H]1CCCN1C(=O)[C@@H](NC(=O)c1ccc(N)c(Cl)c1)C(C)(C)C	-8.1	x	-4.3	0.3	0.9	2.5	-1.7	2.1	x
35	O=C(CSc1nnc(-c2ccncc2)o1)Nc1cccc(Cl)c1	0.0	-1.7	-1.5	-0.2	-1.5	-0.3	0.3	-4.8	-0.4
36	Nn1c(SCc2ccc(Br)cc2)nnc1-c1cccnc1	13.2	1.2	-0.8	x	x	x	4.8	x	-1.5
37	COc1ccc(-c2n[nH]c(=S)o2)c(OC)c1	-0.8	0.0	-3.9	-0.2	-0.2	2.2	25.6	-2.2	2.8
38	O=C1c2cccnc2C(=O)N1Cc1ccc(S(=O)(=O)N2CCOc3ccccc32)cc1	-0.9	-1.3	-3.1	-1.0	0.0	2.8	0.6	-0.3	-0.5
39	CC(=O)Nc1ccc(N2CCCCC2)c(C(=O)Nc2cccc(C)c2)c1	9.1	-1.2	-2.9	0.3	3.8	-5.4	2.1	-2.3	-0.2
40	CCCN(CCC)S(=O)(=O)c1ccc(NC(=O)Cc2cccs2)cc1	7.8	1.7	-3.0	u	0.0	-5.2	0.0	-0.4	12.2
41	OC1CCCN(Cc2ccc3c(c2)Cc2ccccc2-3)C1 (stereo unspecified)	-13.2	0.0	-4.3	-0.4	0.3	-11.0	-3.1	-1.5	0.2
42	Cc1ccc2oc(=O)c3cnn(CC(=O)N(CCC(C)C)Cc4ccco4)c3c2c1	13.3	0.6	-5.9	0.0	-0.7	-6.6	0.3	-4.4	1.2
43	COc1ccc(S(=O)(=O)N2CCN(CC(=O)N3CCc4ccccc4C3)CC2)cc1OC	2.2	0.4	-2.0	-1.6	-1.1	-3.7	-1.4	-0.7	0.7
44	CC(Sc1nnc(-c2ccc(Cl)cc2Cl)n1Cc1ccccc1)C(=O)Nc1nccs1 (stereo unspecified)	-1.5	-1.0	-3.3	0.4	0.8	14.9	2.6	2.2	0.6
45	CCN(Cc1nc2ccccc2c(=O)[nH]1)Cc1nc2ccsc2c(=O)[nH]1	-13.2	4.0	-4.1	-0.8	1.9	-8.9	-2.9	-10.8	-0.3
46	COc1ccc(C2CC(c3ccc(C)cc3)Nc3ncnn32)cc1 (stereo unspecified)	1.0	3.0	-0.3	0.4	1.1	-6.1	0.9	-1.2	-1.0
47	CCCCN1CC(COCc2ccccc2)Oc2cccc(Oc3ccc(OC)cc3)c2S1(=O)=O (stereo unspecified)	14.2	x	-0.5	0.3	-0.5	-9.2	-0.1	2.5	-0.8
48	COc1ccccc1-n1c(SCC(=O)NC2CCS(=O)(=O)C2)nc2cc([N+](=O)[O-])ccc21 (stereo unspecified)	10.5	-2.5	0.5	-0.5	4.7	2.7	-2.1	-1.9	-0.2
49	Cc1cccc(-n2ncc3c(NC4CCCCC4)ncnc32)c1	-4.3	-2.2	-3.2	0.1	-1.2	-4.5	5.0	-1.8	1.0
50	Cc1cccc(OCC(=O)Nc2nc3ccc([N+](=O)[O-])cc3s2)c1	22.9	0.7	-0.1	-1.0	x	-11.5	1.1	6.1	-0.4
51	Cc1c(C(C)C)c(=O)n(-c2ccc(S(=O)(=O)NC(C)C)cc2)n1C	0.0	1.0	-1.5	0.3	1.5	-1.2	-0.9	-0.3	-1.4
52	COc1ccc(OC)c(N(CC(=O)NCCc2ccc(OC)c(OC)c2)S(=O)(=O)c2ccccc2)c1	3.0	0.0	0.4	-1.3	-1.5	-4.1	-0.3	-1.7	0.0
53	CCC1CO/C(=C(\C(=C(Cl)Cl)N2CCOCC2)[N+](=O)[O-])N1 (stereo unspecified)	9.8	-0.2	-2.5	-0.1	-1.1	-2.9	1.9	-5.6	-0.5
54	O=C(Nc1nnc(SCCC2OCCO2)s1)C1CC(=O)N(c2ccc(F)cc2)C1 (stereo unspecified)	6.5	-1.2	-3.0	1.0	0.1	2.2	-0.4	2.1	0.0
55	CCOc1ccc(C(CC(=O)O)NC(=O)C23CC4CC(CC(C4)C2)C3)cc1 (stereo unspecified)	-0.7	3.5	-1.3	-4.8	1.0	-6.8	-1.0	0.2	5.6
56	CCN(CC)CCNC(=S)Nc1ccc2nc(N3CCN(CC)CC3)cc(C)c2c1	19.8	0.5	-0.9	2.9	-3.5	-0.1	19.5	-7.3	0.2
57	COc1ccccc1-c1cn[nH]c1-c1ccc(OCc2ccc(F)cc2)cc1O	-4.3	0.4	-8.1	-1.5	-2.1	-5.7	-2.7	-7.5	-0.5
58	Cc1nc2c(OCc3cc(Cl)cc(Cl)c3)cccn2c1N(C)C(=O)CCC1CCCC1	2.7	x	-2.8	0.1	3.3	-2.5	-1.1	-7.1	x
59	CC(=O)C1=C(O)C(=O)N(c2cc(C(C)(C)C)on2)C1c1ccc(C(C)C)cc1 (stereo unspecified)	1.7	4.0	-3.3	-1.6	x	-7.2	-2.4	-4.0	-0.4
60	Cc1cccc(NC(=O)Nc2ccccc2[N+](=O)[O-])n1	-3.7	-0.2	-1.6	-2.7	x	-3.5	0.2	-5.8	-1.3
61	COc1ccc(CN(CC(=O)NC2CCCCC2)C(=O)CCC(=O)Nc2nccs2)cc1	-4.5	0.9	-1.6	-0.6	-0.6	3.7	2.5	0.8	0.8
62	CCCNC(=S)Nc1ccc(F)cc1F	-1.5	-4.6	-0.5	-0.9	-2.0	8.0	2.9	2.4	-0.5

Assay outcomes (PubChem)
